Screening results deposited in PubChem BioAssay by Columbia University Molecular Screening Center.
sEH activator – increases human soluble epoxide hydrolase activity | AID 717 | P34913 | 0.04% of 91,000 active | purified human sEH enzymatic activity, activator screen | activation, % at 2 µM; in the data active = activation above about 37%; note: values of inactives mirror those of a sister screen read the other way
Target sequence (P34913 whole entry, looked up): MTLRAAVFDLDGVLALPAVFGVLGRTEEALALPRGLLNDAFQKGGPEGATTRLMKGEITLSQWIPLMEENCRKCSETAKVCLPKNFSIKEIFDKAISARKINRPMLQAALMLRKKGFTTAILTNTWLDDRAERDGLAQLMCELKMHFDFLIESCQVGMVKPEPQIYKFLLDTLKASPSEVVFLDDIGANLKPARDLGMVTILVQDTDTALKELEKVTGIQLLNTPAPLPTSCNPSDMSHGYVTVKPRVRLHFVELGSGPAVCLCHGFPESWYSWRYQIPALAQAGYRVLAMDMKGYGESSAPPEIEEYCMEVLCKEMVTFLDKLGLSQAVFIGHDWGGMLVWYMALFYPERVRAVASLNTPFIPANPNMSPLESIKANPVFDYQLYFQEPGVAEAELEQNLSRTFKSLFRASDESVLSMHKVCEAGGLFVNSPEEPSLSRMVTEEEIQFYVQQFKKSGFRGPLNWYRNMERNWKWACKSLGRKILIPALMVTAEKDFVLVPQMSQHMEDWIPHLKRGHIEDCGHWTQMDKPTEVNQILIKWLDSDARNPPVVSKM
Active calls of the source: *. Only part of the results is shown; count on the stated rates, not on these rows.

smiles,sEH activator
O=S1(=O)CCC(NS(=O)(=O)c2cccc3cccnc23)C1 (configuration not stated),-4
O=C(/C=C/N1CCOCC1)c1cc2ccccc2o1,-13
Cc1onc(-c2ccccc2)c1C(=O)N1CCc2ccccc21,3
O=C(Nc1ccc(N2CCOCC2)c(Cl)c1)c1cccnc1,-20
O=C(CCCOc1ccc(Cl)cc1Cl)N1CCCc2ccccc21,-1
Cc1cc2cc(C)c3nnc(SCC(=O)N4CCc5ccccc54)n3c2cc1C,-5
CCOc1cc(OCC)cc(C(=O)NC(=S)Nc2cccc(C(F)(F)F)c2)c1,-2
N#Cc1c(N2CCCCC2)nc(N2CCCCC2)c2c1CCN(Cc1ccccc1)C2,-28
CN(C)S(=O)(=O)c1ccc(N2CCCC2)c(C(=O)NCc2cccc(C(F)(F)F)c2)c1,6
CN1/C(=C/C=N/n2cnnc2)C(C)(C)c2ccccc21,5
Nc1ccc2nc(CN3CCOCC3)[nH]c2c1,16
CCN1C(=O)/C(=C/c2cnn(C)c2C)SC1=S,9

(cont.)
smiles,sEH activator
Cc1ccc(OCCN2C(=O)CSC2=O)cc1,1
CCN1C(=O)/C(=C/c2c(C)nn(C)c2C)SC1=S,9
O=C1CC(c2ccccc2Cl)C2=C(COC2=O)N1 (configuration not stated),0
Cc1ccc(NS(=O)(=O)c2ccc(NC(=O)CSc3ccc(Cl)cc3)cc2)c(C)c1,-13
CC(C)(C)C(=O)NCCCc1nc2ccccc2n1CCCOc1ccc(Cl)cc1,2
OC(COc1c(F)cc(Br)cc1F)CN1CCN(c2ccc(F)cc2)CC1 (configuration not stated),12
COc1ccc(/C=N/NC(=O)CSc2nnc(CCCc3ccc(OC)c(C)c3)o2)cc1,-26
Cc1ccnc(SCC(=O)Nc2c(C)n(C)n(-c3ccccc3)c2=O)n1,4
Cc1cc(C)c(C(=O)CSc2nnc(-c3cccnc3)n2C)c(C)c1,-5
Cn1c(SCC(=O)c2ccccc2)nnc1-c1cccnc1,2
c1cncc(-c2nnc3n2C2(CCCCC2)Cc2ccccc2-3)c1,15
CCN(CC)S(=O)(=O)c1ccc2oc(C(=O)N3CCOCC3)c(C)c2c1,3

Remaining list, next part:
smiles,sEH activator
CCOC(=O)C(C)N1N=C(/C=C/c2ccc(OC)cc2)CCC1=O (configuration not stated),-10
COc1cccc(N(C(=O)Cn2nnc(-c3ccc(C)cc3)n2)C(C(=O)NC(C)(C)C)c2c[nH]c3ccccc23)c1 (configuration not stated),-6
Cc1cc2c(cc1C)[n+](C)cn2CC(O)COCc1ccccc1 (configuration not stated),9
Cc1ccc(S(=O)(=O)N/N=C\c2ccc(Cl)c([N+](=O)[O-])c2)cc1,10
CCOc1cc(/C=N/NC(N)=O)ccc1OC(=O)c1ccc(C)cc1,15
CCCCCCCCCCCC(=O)N/N=C/c1ccco1,5
COc1ccc(Oc2coc3cc(OC(=O)c4cccs4)ccc3c2=O)cc1,-10
COc1ccc(-c2nc(N3CCCC3)[nH]c(=O)c2C#N)cc1,-6
CC(C)c1ccc(NC(=O)NC2CCN(CC(=O)Nc3cccc4ccccc34)CC2)cc1,-89
O=[N+]([O-])/C=C/c1cn(Cc2ccccc2)c2ccccc12,5
Cc1cc(C(=O)CSc2nnc3c(Cl)cc(Cl)cn23)c(C)n1C,0
CCS(=O)(=O)N1Cc2ccccc2CC1C(=O)NCC12CC3CC(CC(C3)C1)C2 (configuration not stated),6

New compounds follow.
smiles,sEH activator
COc1cc(/C=N/Nc2nn3cnnc3c3ccccc23)ccc1O,-5
Cc1nc(NC(=O)/C=C/c2ccccc2)sc1C(=O)Nc1ccccc1Cl,25
CN(C)NC(=S)Nc1ccc(Cl)cc1,24
C/C(Cn1nc([N+](=O)[O-])cc1C)=N\NC(=O)c1ccc(C(C)(C)C)cc1,1
O=C1CC(NCCC2=CCCCC2)C(=O)N1c1cccc(Cl)c1Cl (configuration not stated),-12
CCOC(=O)C1=C(O)c2ccccc2C(=O)/C1=C\c1ccc(CC)cc1,11
Cc1sc2nc3ccc(NCc4ccco4)nn3c(=O)c2c1C,8
COc1ccc(CN2CCCC(C(=O)N3CCCC3)C2)cc1 (configuration not stated),-7
Cc1cc(=O)oc2cc(OC(C)C(=O)Nc3ccc(N4CCOCC4)cc3)ccc12 (configuration not stated),13
CC(=O)Nc1ccc(NS(=O)(=O)C(F)(F)F)cc1,5
COC(=O)c1cc(CSc2nc3ccccc3[nH]2)oc1C,-10
O=C(NC(NC1CCS(=O)(=O)C1)C(Cl)(Cl)Cl)c1ccc(Br)cc1 (configuration not stated),-8

Further records follow.
smiles,sEH activator
CC1CCN(C(=S)NCCc2ccccc2)CC1,0
O=C(/C=C/Nc1ccccc1OC(F)(F)F)C(F)(F)F,-5
C=CCOc1ccc(CNC(C)(C)CO)cc1OCC,4
CC(C)N1C(=O)/C(=C/c2nc3ccccc3c(=O)n2-c2ccccc2)c2ccccc21,7
CCOC(=O)c1sc(=S)n(-c2cccc(C(F)(F)F)c2)c1SC,3
CCOc1c2ccc(C(=O)NCc3ccco3)cc2nn1CC,1
COc1ccc(-c2ccnc3nc(N4CCOCC4)nn23)cc1,-3
O=C(CSCc1ccccc1)NNC(=S)Nc1cccc(Cl)c1Cl,-7
O=C1c2cccc3c(O)ccc(c23)C(=O)N1Cc1ccccc1,9
C/C(=N\Nc1nc(N)cc(Cl)n1)c1cccc([N+](=O)[O-])c1,-3
CCOC(=O)C1CCCN(C(=O)c2ccc(CS(=O)(=O)Cc3ccccc3C)o2)C1 (configuration not stated),-1
CCOC(=O)c1cccc(N/C=C/C(=O)c2ccc(OC)c(OC)c2)c1,-11

Next records:
smiles,sEH activator
Cc1ccc(C(=O)NNC(=S)NC(=O)c2ccc(Cl)cc2Cl)cc1,-2
CC1(C)CC(=O)c2c(O)cc(OCc3ccc([N+](=O)[O-])cc3)cc2O1,15
O=C(O)c1ccc(-n2nc(C(F)(F)F)c3c2CCCC3)cc1,21
O=C(/C=C/c1cccs1)Nc1nc(-c2ccccc2)cs1,-2
NS(=O)(=O)c1ccc(NC(=O)N2c3ccccc3Sc3ccccc32)cc1,14
Cc1ccc(/C=N/NC(=O)c2ccco2)s1,-59
COc1ccc(C(=O)NNC(=S)NC2CCCCC2)cc1OC,9
Cc1ccc(SCCCn2cnc3ccccc3c2=O)cc1,-40
COc1ccc(-c2coc3cc4oc(=O)cc(C)c4cc23)cc1F,17
O=C(N/N=C/c1ccncc1)/C(=C/c1ccccc1)NC(=O)c1ccccc1,-3
COCCNC(=O)c1onc(CSc2cccc(OC)c2)c1C(=O)O,-9
Cc1cc(Br)cc(C)c1NC(=S)NC(=O)CC(C)C,16

(cont.)
smiles,sEH activator
O=C(OC1CCN(c2ncc(C(F)(F)F)cc2Cl)CC1)c1cccc(C(F)(F)F)c1,-15
CCOC(=O)C1=C(CSc2nc3ccccc3s2)NC(=O)NC1c1ccc(OC)cc1 (configuration not stated),4
O=C(C1CC1)N(CCN(Cc1ccccc1)C(=O)C1CC1)Cc1ccccc1,-3
CCOc1c2ccc(C(=O)NCc3ccc4c(c3)OCO4)cc2nn1C,7
COc1ccc(/C=N/NC(=O)c2nn(-c3ccccc3)c(=O)c3c(N)scc23)cc1,-5
CCCCn1nc2cc(C(=O)NCc3ccco3)ccc2c1OCC,7
COc1cccc(NC(=O)C(NCC(C)(C)CN(C)C)c2ccccc2)c1 (configuration not stated),13
CC(C)n1nnnc1-c1cc(Cl)cc(Cl)c1,13
O=C(Nc1cccc2nsnc12)c1ccc(-c2cccc(Cl)c2)o1,19
Cc1cccc(N=Nc2c(N)n[nH]c2-c2ccc(Cl)cc2)c1,-5
Cc1cc(C)cc(NC(=O)N2CCCC2C(=O)Nc2ccc(-n3cnnn3)cc2)c1 (configuration not stated),0
Cc1ccc(CNc2ncccc2-c2nc3cc(Cl)ccc3o2)cc1,24

2 entries from above, reformatted.
sEH activator	Molecule
-11	CCOC(=O)c1cccc(N/C=C/C(=O)c2ccc(OC)c(OC)c2)c1
1	C/C(Cn1nc([N+](=O)[O-])cc1C)=N\NC(=O)c1ccc(C(C)(C)C)cc1

Some of these compounds in order of formula weight, descending.
smiles,sEH activator
O=C(C1CC1)N(CCN(Cc1ccccc1)C(=O)C1CC1)Cc1ccccc1,-3
Cc1ccc(S(=O)(=O)N/N=C\c2ccc(Cl)c([N+](=O)[O-])c2)cc1,10
COc1ccc(CN2CCCC(C(=O)N3CCCC3)C2)cc1 (configuration not stated),-7

The list continues:
smiles,sEH activator
O=C(O)c1ccc(SCc2cnc(Cl)s2)cc1,-11
Cc1[nH]c2ccc(F)cc2c(=O)c1SC(F)(F)C(F)F,-8
CC(C)(C)c1ccc(/C([O-])=C(/C(=S)NCc2ccco2)[n+]2ccccc2)cc1,1
Oc1ccc(N=Cc2ccc(O)c(O)c2)cc1,-5
O=C(O)c1cnn2c(C(F)(F)F)cc(-c3ccccc3)nc12,-12
COC(=O)CNC(=O)c1cccs1,15
CCOC(=O)c1ccc(NC(=O)C(=O)NCC2CCCO2)cc1 (configuration not stated),4
O=C(COC(=O)c1cc(S(=O)(=O)N2CCOCC2)c(Cl)cc1Cl)Nc1ncc(C(F)(F)F)cc1Cl,-14
COc1ccc(C(=O)OCC(=O)Nc2ccc(F)c(F)c2)cc1OC,-12
CC(C)C(=O)Nc1cccc(NC(=S)NC(=O)C(c2ccccc2)c2ccccc2)c1,5
NC(=S)Nc1cnc2ccccc2c1,14
COCc1cc(=O)[nH]c2cc(NC(=O)C3CC3)c(C)cc12,-8

Individual results from the results shown.
CC(C)(C)c1ccc(/C([O-])=C(/C(=S)NCc2ccco2)[n+]2ccccc2)cc1 in sEH activator is listed with 1
Cc1[nH]c2ccc(F)cc2c(=O)c1SC(F)(F)C(F)F in sEH activator is listed with -8
COCc1cc(=O)[nH]c2cc(NC(=O)C3CC3)c(C)cc12 in sEH activator is listed with -8
COC(=O)CNC(=O)c1cccs1 in sEH activator is listed with 15
O=C(O)c1ccc(SCc2cnc(Cl)s2)cc1 in sEH activator is listed with -11
Oc1ccc(N=Cc2ccc(O)c(O)c2)cc1 in sEH activator is listed with -5
O=C(O)c1cnn2c(C(F)(F)F)cc(-c3ccccc3)nc12 in sEH activator is listed with -12

Continuation.
smiles,sEH activator
COc1ccc(C(=O)Nc2ccc(NC(=O)c3cnccn3)cn2)cc1,-4
O=C(CSCc1c(Cl)cccc1Cl)NN1C(=O)c2ccccc2C1=O,-21
CC1(C(=O)c2ccccc2)C2c3c(ccc4ccccc34)OC(=O)C21C(=O)N1CCOCC1 (configuration not stated),-7
COc1cccc(CN2CC(O)=C(c3nc(-c4ccc(Cl)cc4)cs3)C2=N)c1,-3
CCC(=O)Nc1nnc(SCC(=O)c2ccc3c(c2)Cc2ccccc2-3)s1,-11
O=C1NC(=S)N/C1=C/c1cccc([N+](=O)[O-])c1O,-8
CS(=O)(=O)N1CCN(c2ccc([N+](=O)[O-])c(NCCN3CCOCC3)c2)CC1,14
C=CCN(CC=C)c1cnn(-c2nc3ccccc3[nH]2)c(=O)c1Cl,6
CN(C)C(=O)c1cc([N+](=O)[O-])cc([N+](=O)[O-])c1N(C)C,5
CCN1/C(=C2\OC(=S)N(C)C2=O)Sc2ccccc21,-8
O=c1oc2ccccc2cc1-c1csc(Cc2nc(-c3ccc(Br)cc3)cs2)n1,1
O=C(NCc1ccccc1)c1cccc(COc2cccc(Cl)c2)c1,-11

Next structures follow.
smiles,sEH activator
COc1ccc(NC(=O)/C=C/c2cc(Br)ccc2OC)cc1,-5
Cc1ccc(NC(=S)NC(=O)c2ccc(-c3ccccc3)cc2)cc1,-12
Cc1ccnc(NC(=O)c2ccc([N+](=O)[O-])o2)c1,-1
COc1ccc(NC(=O)CC2C(=O)N(c3ccc(Cl)cc3)C(=S)N2CCc2ccncc2)cc1 (configuration not stated),14
Clc1ccc(/C=C/c2nc3ccccc3[nH]2)c(Cl)c1,-18
Cc1nc(CS(=O)(=O)c2ccccc2)cc(Sc2ccc(Cl)cc2Cl)n1,7
COC(=O)c1sccc1NC(=O)CSc1ccc(Cl)cc1,0
CN1C(=O)C2(C(C#N)=C(N)N(c3cc(Cl)cc(Cl)c3)C3=C2C(=O)CCC3)c2ccccc21 (configuration not stated),0
C=CCN1C(=O)C(O)(CC(=O)c2ccc(Cl)cc2)c2ccccc21 (configuration not stated),-8
CCOC(=O)c1c(NC(=S)Nc2ccccc2)sc2c1CCN(CCc1ccccc1)C2,-7
O=C(N/C(=C/c1ccc2c(c1)OCO2)C(=O)N1CCOCC1)c1cccs1,-2
CC(/C=C1\SC(=O)N(CC(=O)Nc2cccc(O)c2)C1=O)=C\c1ccccc1,10

(further entries)
smiles,sEH activator
CC(=O)Nc1ccnc(-c2cccnc2)n1,-8
CN(C)CCNC(=S)Nc1cccc(Cl)c1,5
COc1cc(/C=C2/N=C(c3ccccc3F)OC2=O)cc(Cl)c1OS(C)(=O)=O,-2
Cc1ccc(C)n1-c1nccc(-c2cccs2)n1,9
COc1ccc(NC(=O)Nc2ccc3nsnc3c2)cc1,-76
CCNC(=S)NNC(=O)c1cccc(Br)c1,8
NC(=O)c1c(NC(=O)CN2C(=O)CCC2=O)sc2c1CCCCC2,9
N#Cc1nc(COc2ccc(Br)cc2)oc1NCCN1CCOCC1,0
CCN(CC1COc2ccccc2O1)C(=S)Nc1ccccc1 (configuration not stated),-2
S=C(Nc1ccc(Cl)cc1)NC1CC2CCCC(C1)N2C1CC1 (configuration not stated),4
O=C(/C=C/c1cccnc1)c1ccc(NC(=O)c2cccc(Br)c2)cc1,-33
COc1ccc(NC(=O)N2Cc3ccccc3CC2C(=O)NC(C)(C)C)cc1 (configuration not stated),17

Additional results follow:
smiles,sEH activator
CC(C)N(C(=O)c1sc2cc([N+](=O)[O-])ccc2c1Cl)C(C)C,1
CCS(=O)(=O)c1ccc(-c2csc(-c3ccc(Cl)cc3)n2)c(Cl)c1Cl,-7
CC1CCN(CCOCCOc2ccc(Cl)cc2Br)CC1,-4
C=CCn1c(SCCN2C(=O)c3ccccc3C2=O)nc2scc(-c3ccccc3)c2c1=O,-9
